GALK inhibitor: qHTS Assay for Inhibitors of Human Galactokinase (GALK); AID 1868, 2009; Potency, µM (doses to about 57.5 µM), without a hit: at the highest dose activity change, negative = inhibition, usual class: inhibitors; hit rate 0.007% among 270,000; Purified GALK, Kinase-Glo residual ATP luminescence; also: potency is read from the fitted curve at half-maximal effect; % is scaled to controls: 0 for no effect and ±100 for the full control effect
Target sequence (P51570 whole entry, looked up): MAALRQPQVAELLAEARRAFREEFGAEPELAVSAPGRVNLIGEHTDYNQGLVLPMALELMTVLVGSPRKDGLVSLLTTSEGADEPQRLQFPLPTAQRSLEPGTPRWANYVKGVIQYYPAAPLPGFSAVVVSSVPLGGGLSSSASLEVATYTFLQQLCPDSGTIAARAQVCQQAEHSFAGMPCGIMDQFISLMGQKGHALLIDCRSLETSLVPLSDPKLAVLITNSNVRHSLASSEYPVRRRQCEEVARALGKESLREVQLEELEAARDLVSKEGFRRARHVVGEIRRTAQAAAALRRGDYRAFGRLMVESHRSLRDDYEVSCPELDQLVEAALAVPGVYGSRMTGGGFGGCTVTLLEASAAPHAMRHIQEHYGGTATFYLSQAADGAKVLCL
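Galactose (100 uM) and ATP (35 uM) were turned over by 5 nM GALK for 1 h at RT. Kinase-Glo Plus then converted the remaining ATP into a luminescent signal.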
Eya2 phos inh: qHTS Assay for Inhibitors of the Phosphatase Activity of Eya2. Protein phosphatase EYA2 (Homo sapiens), O00167. recombinant Eya2, OMFP fluorescence dephosphorylation (OMFP is methylfluorescein phosphate). Potency, µM (highest dose often 76.9 µM), without a hit: at the highest dose activity, negative = inhibition, actives largely listed as inhibitors. hit rate 0.006% among 330,000. AID 488837, 2010; also: potency is read from the fitted curve at half-maximal effect; % is scaled to controls: 0 for no effect and ±100 for the full control effect
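Eya2 (0.2 uM) preincubated 10 min at ambient with compound, then OMFP substrate added at 50 uM; 10 min reaction in 50 mM HEPES pH 7.5, 50 mM NaCl, 5 uM MgCl2, 0.05% BSA, 1 mM DTT. Fluorescence read at Ex 485/Em 525 nm.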
S-ASM inh: Inhibitors of Secretory Acid Sphingomyelinase (S-ASM): qHTS | hit rate 0.006% among 340,000 | Potency, µM (titrated, usually from 57.5 µM), inactives show top-dose activity change, negative = inhibition, usual class: inhibitors | Sphingomyelin phosphodiesterase (Homo sapiens), P17405 | placental ASM, HMU-PC fluorogenic substrate, 60 min; also: potency is read from the fitted curve at half-maximal effect
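Fluorescence read-out (Ex 386 nm, Em 447 nm) after stopping the reaction at pH 10. Enzyme: ASM from human placenta; substrate HMU-PC0, 9 uM final; 60 min, 37 °C. Compound preincubation 10 min, ambient temperature.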
Menin MLL FP TR: qHTS Assay for Inhibitors Targeting the Menin-MLL Interaction in MLL Related Leukemias: Competition With Texas Red Labeled MLL-derived Mutant Peptide | O00255 | Menin + Texas Red MLL mutant peptide, fluorescence polarization | Potency, µM (doses to about 61.6 µM), for inactives: top-dose FP activity change, negative = inhibition, most hits filed as inhibitors | hit rate 0.23% among 270,000; active = well fitted inhibition curve with a large enough effect in the polarisation, with a control signal flat, not every such curve was filed as active; inconclusive = small, poorly fitted or top-dose-only effect, or effect the other way, or a change in a side signal; inactive = no such curve, though single readings can be large or run the other way; the % refers to the polarisation; also: potency is read from the fitted curve at half-maximal effect; % of control where 0% means no effect; many of its hits are not listed in these tables
USP2a inh: qHTS Assay for Inhibitors of Ubiquitin-specific Protease USP2a Using CHOP2 as the Reporter | Ubiquitin carboxyl-terminal hydrolase 2 (Homo sapiens), O75604 | USP2 core, Ub-CHOP2 coupled fluorogenic reporter, 485/531 | Potency, µM (titrated, usually from 38.3 µM), for the others: at the top dose activity change, negative = inhibition, hits mostly inhibitors | hit rate 0.01% among 330,000;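 also: potency is read from the fitted curve at half-maximal effect; plate controls were DMSO wells for no effect and full inhibition by NEM control for full effect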
Target sequence (O75604 whole entry, looked up): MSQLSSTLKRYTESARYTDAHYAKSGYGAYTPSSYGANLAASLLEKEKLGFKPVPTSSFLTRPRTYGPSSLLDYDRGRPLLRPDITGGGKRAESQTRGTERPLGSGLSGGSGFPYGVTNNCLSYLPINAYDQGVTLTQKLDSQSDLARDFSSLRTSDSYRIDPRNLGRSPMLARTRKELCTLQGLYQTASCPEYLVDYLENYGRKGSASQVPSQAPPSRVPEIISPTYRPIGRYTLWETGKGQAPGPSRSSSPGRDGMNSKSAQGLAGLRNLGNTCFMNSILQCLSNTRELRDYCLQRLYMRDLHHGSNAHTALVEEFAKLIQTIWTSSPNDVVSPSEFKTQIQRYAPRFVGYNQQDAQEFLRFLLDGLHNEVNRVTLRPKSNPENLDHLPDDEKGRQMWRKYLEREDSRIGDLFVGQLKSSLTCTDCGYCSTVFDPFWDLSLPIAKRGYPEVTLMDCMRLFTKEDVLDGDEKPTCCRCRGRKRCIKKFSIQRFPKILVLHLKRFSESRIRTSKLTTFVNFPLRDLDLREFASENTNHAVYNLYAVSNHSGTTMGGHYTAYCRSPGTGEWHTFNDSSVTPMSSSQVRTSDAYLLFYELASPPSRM
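USP2 core (10nM final) preincubated 30min RT with compound in 20mM Tris-HCl pH 8.0, 2mM CaCl2, 2mM beta-mercaptoethanol, 0.05% CHAPS; 25nM Ub-CHOP2 plus 25nM reporter substrate added, fluorescence (Ex485/Em531) read after 60min.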
KCNH2 WT inh: qHTS for Inhibitors of KCHN2 3.1: Wildtype qHTS; Voltage-gated inwardly rectifying potassium channel KCNH2 (Homo sapiens), Q12809; U2OS, BacMam KCNH2, thallium flux FluxOr; stronger effect = lower value; activity change, % at 1.84 µM; hit rate 0.37% among 340,000;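 active = maximum activity change below -70%; inconclusive = maximum activity change between -70% and -50%; inactive = maximum activity change above -50%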; also: % is scaled to controls: 0 for no effect and ±100 for the full control effect
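U2OS cells were transduced with wild-type KCNH2 virus (2.03 x 10^8 / mL) for 4 h at room temperature, then cultured overnight at 37 C. Thallium flux was read with FluxOr dye. Rate constants were normalized to DMSO controls.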
Chronic BCR inh: qHTS Assay to Find Inhibitors of Chronic Active B-Cell Receptor Signaling. ABC-DLBCL IkBa-CBG/CBR reporter, luminescence ratio, 4 h. Potency, µM (doses to about 46.1 µM), for the others: at the top dose ratio change, negative = lower green/red ratio, actives largely listed as inhibitors. hit rate 0.05% among 340,000. AID 493014, 2011; active = well fitted inhibition curve with a large enough effect in the signal ratio, with a control signal flat, not every such curve was filed as active; inconclusive = small, poorly fitted or top-dose-only effect, or effect the other way, or a change in a side signal; the % refers to the signal ratio;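 also: potency is read from the fitted curve at half-maximal effect; plate controls were basal doxycycline-induced cells for no effect and cells given 10 µM MG132 for full effect; MG132 reads +100%, hits lower the ratio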
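Concentration-response series (up to 46 uM) were applied to TMD8 dual-reporter cells for 4 h at 37C with doxycycline. Green/red ratio, after filter-overlap correction, defined %Activity; red signal alone was normalised to basal cells and zero luminescence.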
TSHR antag: Antagonists of the Thyroid Stimulating Hormone Receptor: HTS campaign; hit rate 0.2% among 330,000; activity change, negative = inhibition, % at 11.5 µM; Thyrotropin receptor (Homo sapiens), P16473; TSHR-expressing cells, TSH-stimulated cAMP HTRF, 2 h; stronger effect = lower value;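 active = activity change below a set negative limit, meaning inhibition stronger than a set level, cut at about -70% in these data; inconclusive = activity change between two set negative limits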; also: % is scaled to controls: 0 for no effect and ±100 for the full control effect
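Freshly harvested TSHR cells receive pin-tooled compound, then EC80 TSH at 4nM final. After 2 hours at 37 deg C, antibody in lysis buffer and cAMP-d2 are added; 30 minutes at ambient temperature precede the HTRF read.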
PKM2 act: qHTS Assay for Activators of Human Muscle isoform 2 Pyruvate Kinase | Potency, µM (doses to about 57.5 µM), without a hit: at the highest dose activation, most hits filed as activators | hit rate 0.34% among 260,000 | AID 1631, 2009 | purified PKM2, Kinase-Glo ATP luminescence, activation; response scale: 0% is enzyme alone, no compound; also: potency is read from the fitted curve at half-maximal effect; % is scaled to controls: 0 for no effect and ±100 for the full control effect; nearly all actives have a fitted effect of over 55% in size
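hPK-M2, >95% pure; 0.1 mM ADP / 0.5 mM PEP final; imidazole pH7.2 buffer w/ 7 mM MgCl2, 50 mM KCl; 1 h RT; Kinase-Glo lum. Intermediate enzyme activity for dual inhibitor/activator qHTS.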
MBNL1-CUG inh: qHTS Assay for Inhibitors of MBNL1-poly(CUG) RNA binding; Muscleblind-like protein 1 (Homo sapiens), Q9NR56; TR-FRET MBNL1-His/biotin-(CUG)12 binding, 665/545 ratio; Potency, µM (highest dose often 57.5 µM), inactives show top-dose activity change, negative = inhibition, most hits filed as inhibitors; hit rate 0.036% among 280,000; active = well fitted inhibition curve with a large enough effect in the signal ratio, with a control signal flat, not every such curve was filed as active; inconclusive = small, poorly fitted or top-dose-only effect, or effect the other way, or a change in a side signal; inactive = no such curve, though single readings can be large or run the other way; the % refers to the signal ratio; also: potency is read from the fitted curve at half-maximal effect; % is scaled to controls: 0 for no effect and ±100 for the full control effect
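MBNL1-His + Biotin-(CUG)12, cpd titration 92 nM–58 uM; Tb anti-His Ab 0.055 ng/ul, SA-XL665 5 nM (final); 60 min RT; ratiometric 665/545 nm, Ex 340 nm; normalized to buffer and full-complex controls.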
Mito fusion act: qHTS Assay for Small Molecule Inhibitors of Mitochondrial Division or Activators of Mitochondrial Fusion; S. cerevisiae fusion-defective mutant growth rescue, CellTiterGlo 48 h; Potency, µM (titrated, usually from 46.1 µM), for inactives: at the top dose growth rescue (activation), hits mostly activators; hit rate 0.23% among 320,000;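 also: potency is read from the fitted curve at half-maximal effect; % of control where 0% means no effect; nearly all actives have a fitted effect of over 45% in size; temperature-sensitive fusion mutants such as fzo1-1 at 37 °C on non-fermentable ethanol glycerol medium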
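S. cerevisiae fusion-defective temperature-sensitive mutants (e.g. fzo1-1, mgm1-5) grown 48 h at 37C in YPEG (ethanol/glycerol non-fermentable) medium with 23 nl compound per well; growth rescue read as CellTiterGlo luminescence.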
Starred values were filed as active, the others as inactive; ? = inconclusive; . = no result given; [ ] = another dose, or the depositor's remark. Unless noted, calls follow the shape of the dose curve; as a rule, active = well fitted curve in the direction sought with a large enough effect; inconclusive = small, poorly fitted or top-dose-only effect, or another doubt; inactive = no such curve, though single readings can be large; an effect the other way counts as inactive or inconclusive.

SMILES | GALK inhibitor | Eya2 phos inh | S-ASM inh | Menin MLL FP TR | USP2a inh | KCNH2 WT inh | Chronic BCR inh | TSHR antag | PKM2 act | MBNL1-CUG inh | Mito fusion act
O=C(NCC1COc2ccccc2O1)c1cc(S(=O)(=O)N2CCOCC2)c(Cl)cc1Cl (stereo not drawn) | . | -0.2% | -3.0% | . | -4.7% | -0.2 | -6.2% | 5.3 | . | . | 9.1%
COc1ccc(C(=O)OCC(=O)N(C)C2CCS(=O)(=O)C2)cc1S(=O)(=O)N1CCCc2ccccc21 (stereo not drawn) | -1.3% | 6.4% | -0.8% | 0.3% | 0.7% | 0.6 | ? | -4.7 | 0.8% | . | 1.1%
CCC1CCCCN1C1Sc2ccc(C(=O)OC)cc2NC1=O (stereo not drawn) | -1.6% | -17.4% | -8.5% | -7.1% | 1.0% | 0.7 | -0.7% | 4.1 | -0.6% | 1.7% | -0.6%
CCCCNC(=O)CCn1c(=S)[nH]c2cc3c(cc2c1=O)OCO3 | -2.7% | -5.3% | 0.1% | . | 4.2% | 3.4 | -5.3% | 5.4 | -0.7% | -0.7% | -14.5%
O=c1[nH]c2ccc(S(=O)(=O)N3CCCC3)cc2[nH]1 | 0.4% | 6.2% | 4.1% | 5.9% | 2.8% | 2.2 | -5.0% | 13.9 | . | -0.9% | 8.4%
CCCCN1C(=S)SC(C)(C)C1/[N+]([O-])=C/c1ccc(S(=O)(=O)NC)cc1 (stereo not drawn) | 0.6% | -13.3% | -0.2% | . | 0.7% | -12.1 | 0.3% | -0.5 | 9.4% | -0.2% | -0.4%
Cc1noc2ncc(C(=O)c3cc(F)ccc3O)cc12 | -2.3% | 19.8% | 0.7% | -1.0% | 2.6% | 4.0 | 2.0% | 1.4 | -10.1% | 5.8% | 5.4%
CN=C1SC(CC(=O)Nc2c(C)cccc2C)C(=O)N1/N=C/c1cccs1 (stereo not drawn) | -2.6% | -0.8% | -0.3% | -20.8% | 3.6% | -3.9 | 3.1% | 7.9 | -2.3% | . | 2.0%
CSc1nc(Oc2ccc(=O)[nH]n2)nc(N(C)C)n1 | 6.1% | -1.9% | -1.0% | -7.3% | -0.4% | 3.5 | -10.5% | 2.0 | -3.9% | 3.4% | -1.5%
O=C(CSc1ncn[nH]1)N1N=C(c2ccc(Cl)cc2)CC1c1ccco1 (stereo not drawn) | 4.7% | -10.1% | -3.1% | -12.1% | 1.2% | -14.8 | ? | 15.6 | 10.8% | 11.6% | 1.7%
COC(=O)c1[nH]c2ccccc2c1NC(=O)C(C)N1CCN(C(=O)c2ccco2)CC1 (stereo not drawn) | 1.9% | -7.6% | 0.8% | 6.3% | 1.1% | 5.0 | -0.1% | 4.1 | -0.6% | -7.3% | 0.3%
O=C(CN1C(=O)NC2(CCCCCC2)C1=O)c1ccc(OC(F)F)cc1OC(F)F | . | -5.9% | -1.3% | . | 0.2% | 8.2 | -6.1% | 3.7 | . | . | 18.4%
CC(=O)Nc1cccc(/C(C)=N/NS(=O)(=O)c2ccccc2)c1 | 14.4% | 2.7% | -1.9% | 15.3% | 0.3% | 13.0 | 1.0% | 2.9 | 7.7% | -1.5% | 0.7%
N/C(=N\OC(=O)c1cccc2ccccc12)c1ccncc1 | -0.9% | -0.1% | -4.1% | . | -0.8% | -7.9 | ? | 1.6 | -4.9% | 16.2% | -6.5%
CC1=C(C(=O)O)N2C(=O)C(NC(=O)c3ccc(F)cc3)C2SC1 (stereo not drawn) | . | 15.3% | 1.9% | . | 0.4% | 0.6 | ? | 14.3 | . | . | 1.7%
CCC(=O)N1CCN(c2ccc(NC(=O)c3ccc(C#N)cc3F)cc2Cl)CC1 | 1.3% | -0.1% | -0.2% | 5.4% | 2.6% | -14.0 | 2.9% | -10.5 | -4.6% | -5.2% | 4.9%
Cc1cccc(N2CCN(C(=O)c3cccc(N4C(=O)C5C6C=CC(C6)C5C4=O)c3)CC2)c1C (stereo not drawn) | -0.5% | -5.8% | -2.1% | ? | 1.3% | 8.8 | 8.0% | -7.9 | 4.0% | -1.7% | -5.7%
Cc1ccc(N/C=C/C(=O)c2ccco2)c(O)c1 | 4.2% | 16.7% | -5.9% | . | 1.1% | -5.4 | ? | 2.8 | -8.0% | ? | -5.8%
COC(=O)c1sccc1NC(=O)c1c(-c2ccccc2)noc1C | . | -5.8% | -0.3% | -0.9% | 0.8% | -0.2 | ? | 1.9 | -15.7% | 8.4% | 21.1%
CCC(c1nnc(SCC(=O)N2CC3(C)CC2CC(C)(C)C3)o1)N(C)C (stereo not drawn) | 8.2% | -5.0% | -0.3% | -1.7% | 0.5% | -5.4 | 6.5% | 3.4 | 1.2% | 3.1% | -1.8%
CC(=O)n1c2ccccc2c2c1c1ccccc1n2C | -0.6% | -23.0% | -1.8% | 15.4% | -4.6% | -0.9 | ? | 0.5 | -6.5% | 9.1% | -2.3%
O=C(c1ccc2ccccc2c1)C1CCCN(C(=O)CN2C(=O)CSC2=O)C1 (stereo not drawn) | 0.2% | -8.9% | -2.5% | 10.1% | -2.0% | 0.8 | -16.2% | 1.3 | -11.2% | ? | -3.9%
OCCCCCNc1ncnc2ccccc12 | 1.3% | 0.9% | 19.3% | 11.1% | 4.5% | 5.5 | 8.2% | -10.8 | -1.4% | -2.8% | -0.7%
Cc1c(NC(=O)C(C)OC(=O)c2ccc(Br)o2)c(=O)n(-c2ccccc2)n1C (stereo not drawn) | -6.7% | -8.0% | -8.2% | 20.2% | 1.6% | 2.7 | 3.0% | 0.5 | -4.2% | -9.9% | 0.9%
COc1cc(NC(=O)c2ccc(C)c([N+](=O)[O-])c2)ccc1NC(=O)c1ccco1 | -0.5% | -6.6% | . | 35.7%[activator] | -1.8% | . | 5.7% | -1.3 | -2.3% | -7.8% | 1.4%
COc1ccc(S(=O)(=O)Cc2ccc(C(=O)NCc3ccco3)o2)cc1 | 4.4% | -3.3% | -2.9% | 7.5% | -2.0% | -9.2 | 5.6% | 4.1 | -3.8% | 5.6% | 0.2%
Cc1cc(NC(=O)CNC(=O)C2CCCCC2)no1 | 2.2% | 4.0% | 0.1% | -0.6% | -1.5% | -1.8 | 3.9% | 4.1 | -3.1% | -2.5% | 1.7%
Fc1ccccc1Nc1ncnc2c1nnn2Cc1ccccc1 | -3.0% | -10.9% | -1.5% | -10.5% | 2.0% | 0.6 | ? | -6.5 | . | 3.7% | -11.2%
COc1ccccc1CNC(=O)C1CCCN(c2cnccn2)C1 (stereo not drawn) | 2.8% | 5.7% | 27.9% | . | -0.7% | 1.5 | -6.0% | -11.6 | . | 5.1% | ?
Cc1ccc(C)c(NC(=O)C2CCCN(S(=O)(=O)c3c(C)noc3/C=C/N(C)C)C2)c1 (stereo not drawn) | 1.7% | 2.2% | -2.0% | . | -0.8% | -2.6 | 11.3% | -8.7 | . | -5.5% | -0.5%
COc1ccc(-c2cc(-c3ccccc3)n[nH]2)c(O)c1 | 7.2% | -19.5% | 5.6% | ? | 0.3% | 7.8 | ? | 1.6 | -3.1% | -12.8% | 4.6%

Compound activity from PubChem.

An excerpt; the hit share may differ from the screen's.
